# Bioassay records deposited in PubChem by Broad Institute.
# Mtb BioA inh = BioA (M. tuberculosis) enzyme inhibition; AID 602481; hit rate 0.096% among 360,000; purified M. tuberculosis BioA enzyme, plate reader; inhibition, % at 9.99 µM; in the data active = inhibition above about 40%
# Starred values were filed as active, the others as inactive.
SMILES,Mtb BioA inh
C[C@H]1CN([C@@H](C)CO)C(=O)c2cc(C3=CCCCC3)cnc2O[C@@H]1CN(C)C(=O)c1ccc2c(c1)OCO2,2.2
COc1ccc(CNC(=O)C[C@@H]2C[C@H]3c4cc(NC(=O)NC5CCCC5)ccc4O[C@H]3[C@@H](CO)O2)cc1,-1.9
CO[C@@H](CN(C)S(=O)(=O)c1cn(C)cn1)[C@H](C)CN(C(=O)Nc1ccc(F)cc1)[C@H](C)CO,1.3
C[C@H](NC(=O)C[C@H]1C[C@@H]2c3cc(NC(=O)Cc4ccncc4)ccc3O[C@@H]2[C@H](CO)O1)c1ccccc1,-0.9
C[C@H](CO)N1C[C@H](C)[C@H](CN(C)Cc2ccc(-c3ccccc3)cc2)Oc2ccc(NC(=O)C3CCCCC3)cc2CC1=O,-1.1
Cc1ccc(S(=O)(=O)Nc2ccc3c(c2)C(=O)N([C@H](C)CO)C[C@@H](C)[C@@H](CN(C)C(=O)C2CCCCC2)OCCCC[C@@H](C)O3)cc1,0.2
C[C@H](CO)N1C[C@H](C)[C@H](CN(C)Cc2ccncc2)OCCCC[C@H](C)Oc2ccc(NC(=O)C3CCCCC3)cc2C1=O,1.6
COc1ccc(CN(C)C[C@H]2Oc3ccc(NC(=O)Nc4c(C)noc4C)cc3C(=O)N([C@H](C)CO)C[C@H]2C)cc1,-0.7
CCC(=O)Nc1ccc2c(c1)C(=O)N(C)C[C@@H](OC)[C@H](C)CN(C(=O)c1cccnc1)[C@@H](C)CO2,-0.7
O=C(Nc1ccc(Cl)cc1)N[C@@H]1CC[C@H](CCn2cc(Cc3ccccc3)nn2)O[C@H]1CO,-1.1
Cc1ccc(S(=O)(=O)N(C)C[C@@H]2Oc3ccc(NC(=O)Nc4ccc(F)cc4)cc3C(=O)N([C@@H](C)CO)C[C@@H]2C)cc1,1.5
CO[C@H]1CN(C)C(=O)c2cc(NC(C)=O)ccc2OC[C@@H](C)N(C(=O)Cc2cccnc2)C[C@H]1C,1.2
CCC(=O)N(CC)C[C@H]1[C@H](c2ccccc2)[C@@H](CO)N1C(=O)C1CCC1,0.9
C[C@@H]1CCCCO[C@@H](CN(C)C(=O)Nc2ccc(C(F)(F)F)cc2)[C@H](C)CN([C@H](C)CO)C(=O)c2cc(NC(=O)Cc3ccccc3)ccc2O1,-0.5
CN(C)c1ccc2c(c1)[C@H]1C[C@H](CC(=O)O)O[C@@H](CO)[C@H]1O2,-8.3
C[C@@H](NC(=O)C[C@H]1C[C@H]2c3cc(NC(=O)NC4CCCC4)ccc3O[C@H]2[C@@H](CO)O1)c1ccccc1,-4.1
C[C@@H]1CCCCO[C@@H](CN(C)S(=O)(=O)c2ccc(F)cc2)[C@@H](C)CN([C@@H](C)CO)C(=O)c2cc(NC(=O)CCCN(C)C)ccc2O1,-2.6
C[C@@H]1CN([C@@H](C)CO)C(=O)Cc2cc(NC(=O)Cc3ccccc3)ccc2O[C@H]1CN(C)C(=O)Nc1cccc2ccccc12,-0.3
C[C@H](CO)N1C[C@H](C)[C@H](CN(C)S(=O)(=O)c2ccccc2)Oc2ncc(C#Cc3ccccc3)cc2C1=O,-1.4
C[C@@H]1CN([C@H](C)CO)C(=O)c2cccc(NS(=O)(=O)c3ccccc3)c2O[C@@H]1CN(C)C(=O)Nc1ccc(C(F)(F)F)cc1,-2.8
O=C(C[C@@H]1CC[C@H](NC(=O)C2CCOCC2)[C@H](CO)O1)NCC1CCCCC1,-1.8
COc1cccc(S(=O)(=O)N(C)C[C@H]2Oc3ncc(C#CC(C)C)cc3C(=O)N([C@H](C)CO)C[C@@H]2C)c1,1.5
CCCN1C[C@@H](C)[C@@H](OC)CN(C)C(=O)c2cc(NC(=O)COC)ccc2OC[C@@H]1C,-0.9
COc1ccc(S(=O)(=O)N(C)C[C@H]2OCCCC[C@H](C)Oc3ccc(NC(=O)CCCN(C)C)cc3C(=O)N([C@H](C)CO)C[C@@H]2C)cc1,-0.9

# An excerpt from above in order of molar mass, largest number first.
SMILES,Mtb BioA inh
COc1ccc(S(=O)(=O)N(C)C[C@H]2OCCCC[C@H](C)Oc3ccc(NC(=O)CCCN(C)C)cc3C(=O)N([C@H](C)CO)C[C@@H]2C)cc1,-0.9
C[C@@H]1CCCCO[C@@H](CN(C)S(=O)(=O)c2ccc(F)cc2)[C@@H](C)CN([C@@H](C)CO)C(=O)c2cc(NC(=O)CCCN(C)C)ccc2O1,-2.6
C[C@@H]1CN([C@@H](C)CO)C(=O)Cc2cc(NC(=O)Cc3ccccc3)ccc2O[C@H]1CN(C)C(=O)Nc1cccc2ccccc12,-0.3
CCCN1C[C@@H](C)[C@@H](OC)CN(C)C(=O)c2cc(NC(=O)COC)ccc2OC[C@@H]1C,-0.9
O=C(C[C@@H]1CC[C@H](NC(=O)C2CCOCC2)[C@H](CO)O1)NCC1CCCCC1,-1.8
CCC(=O)N(CC)C[C@H]1[C@H](c2ccccc2)[C@@H](CO)N1C(=O)C1CCC1,0.9
CN(C)c1ccc2c(c1)[C@H]1C[C@H](CC(=O)O)O[C@@H](CO)[C@H]1O2,-8.3

# Going on with the list:
SMILES,Mtb BioA inh
CCCC#Cc1ccc([C@H]2[C@H]3CN(C(=O)c4ccc5c(c4)OCO5)CCCCN3[C@H]2CO)cc1,0.5
C[C@H]1CCCCO[C@@H](CN(C)C)[C@@H](C)CN([C@@H](C)CO)C(=O)c2cc(NC(=O)c3ccncc3)ccc2O1,-0.3
CO[C@@H]1CC[C@H]2CCOc3c(C#N)cccc3C(=O)N(C)[C@@H](C)C(=O)N(C)C[C@H]1O2,0.7
COCC(=O)Nc1ccc2c(c1)[C@H]1C[C@H](CC(=O)NCc3cccc(F)c3)O[C@@H](CO)[C@H]1O2,0.9
Cc1cccc(S(=O)(=O)N2CC[C@@H]3[C@H]2c2cc(C#Cc4ccc(F)cc4)ccc2N[C@@H]3CO)c1,-2.7
C[C@H](CO)N1C[C@H](C)[C@H](CN(C)C(=O)c2ccncc2)OCCCC[C@H](C)Oc2ccc(NC(=O)CCCCCC(=O)Nc3ccccc3N)cc2C1=O,-4.5
CCCC#Cc1cnc2c(c1)C(=O)N([C@@H](C)CO)C[C@@H](C)[C@@H](CN(C)C(=O)c1ccccc1)O2,-0.6
CCCNC(=O)N1[C@H](CO)[C@@H](c2ccc(C3=CCCC3)cc2)[C@@H]1CNC(=O)CC,3.6
COC(=O)C[C@H]1CC[C@H]2[C@H](COc3ccc(NC(=O)NC(C)C)cc3C(=O)N2C)O1,2.8
C[C@H](CO)N1C[C@H](C)[C@H](CN(C)Cc2ccc3c(c2)OCO3)Oc2ccc(NC(=O)Nc3ccc(C(F)(F)F)cc3)cc2CC1=O,-3.5
CO[C@H](CN(C)C(=O)C1CC1)[C@@H](C)CN(C(=O)Nc1ccc(C(F)(F)F)cc1)[C@H](C)CO,-0.4
COc1cccc(-c2ccc([C@@H]3[C@@H](CO)N4CCCCN(CC5CC5)C[C@@H]34)cc2)c1,-6.1
CN(C)CC#Cc1ccc([C@@H]2[C@@H](CO)N3CCCCN(C(=O)Nc4ccccc4F)C[C@@H]23)cc1,-3.3
CNC[C@H]1Oc2cc(C#Cc3cccnc3)ccc2S(=O)(=O)N([C@@H](C)CO)C[C@@H]1C,4.8
C[C@@H]1CN([C@@H](C)CO)S(=O)(=O)c2ccc(C#Cc3ccncc3)cc2O[C@H]1CN(C)C,-0.4
CNC[C@H]1Oc2ccc(NC(=O)Nc3cccc4ccccc34)cc2C(=O)N([C@@H](C)CO)C[C@@H]1C,-1.7
O=C(C[C@@H]1C=C[C@@H](NC(=O)CN2CCOCC2)[C@H](CO)O1)NC1CCC1,3.9
C[C@@H]1CCCCO[C@H](CN(C)S(=O)(=O)c2ccc(Cl)cc2)[C@@H](C)CN([C@H](C)CO)C(=O)c2cc(NS(=O)(=O)c3ccc(F)cc3)ccc2O1,-1.7
CO[C@H]1CN(C)C(=O)c2cc(NC(=O)Cc3ccccc3)ccc2OC[C@H](C)NC[C@H]1C,-0.5
O=C(C[C@@H]1CC[C@H](NC(=O)Nc2cc(F)ccc2F)[C@@H](CO)O1)NCCCN1CCOCC1,-1.3
C[C@H](CO)N1C[C@H](C)[C@H](CN(C)Cc2ccncc2)OCCCC[C@H](C)Oc2ccc(NS(=O)(=O)c3cccs3)cc2C1=O,-5.3
COCC(=O)N(C)C[C@@H]1Oc2ncc(C#CC3(O)CCCC3)cc2C(=O)N([C@@H](C)CO)C[C@H]1C,-3.4
C[C@@H]1CN([C@@H](C)CO)C(=O)c2cccc(NC(=O)NC3CCCCC3)c2O[C@@H]1CN(C)C(=O)Nc1ccc(F)cc1,2.3
CC(C)NC(=O)N(C)C[C@@H]1Oc2c(NC(=O)c3cnccn3)cccc2C(=O)N([C@H](C)CO)C[C@H]1C,-2.4
CCCC#Cc1ccc2c(c1)O[C@@H](CN(C)C(=O)NC(C)C)[C@@H](C)CN([C@@H](C)CO)S2(=O)=O,0.3
CO[C@@H]1CN(C)C(=O)c2cc(NS(C)(=O)=O)ccc2OC[C@@H](C)N(C(=O)C2CC2)C[C@@H]1C,-1.8
C[C@@H]1CCCCO[C@@H](CN(C)Cc2ccc(C(=O)O)cc2)[C@@H](C)CN([C@@H](C)CO)C(=O)c2cc(NC(=O)CCC(F)(F)F)ccc2O1,4.1
CN(C)C(=O)C[C@H]1C=C[C@@H](NC(=O)NC2CCCCC2)[C@H](CO)O1,1.9
C[C@@H]1CN([C@H](C)CO)C(=O)c2cc(NC(=O)CCC(F)(F)F)ccc2O[C@@H]1CN(C)Cc1ccccc1,-0.4
C[C@H](CO)N1C[C@H](C)[C@H](CN(C)C(=O)Nc2ccc(F)cc2)Oc2ccc(NC(=O)c3ccncc3)cc2CC1=O,-1.5
C[C@@H]1CCCCO[C@H](CN(C)CC2CC2)[C@@H](C)CN([C@H](C)CO)C(=O)c2cc(NC(=O)Nc3ccc(F)cc3)ccc2O1,-2.6
CN1C(=O)c2cc(NC(=O)c3cccc(F)c3)ccc2OC[C@@H]2O[C@H](CC(=O)N3CCc4ccccc4C3)CC[C@@H]21,-3.3
CN(C)C(=O)c1ccc(-c2ccc3c(c2)[C@@H]2[C@@H](CCN2C(=O)c2cnccn2)[C@@H](CO)N3)cc1,5.4
C[C@@H]1CN([C@H](C)CO)C(=O)c2cc(NC(=O)CCN3CCOCC3)ccc2O[C@H]1CN(C)C,4.9
COc1ccc(NC(=O)N(C)C[C@@H]2Oc3ccc(NC(=O)Nc4ccccc4)cc3CC(=O)N([C@H](C)CO)C[C@@H]2C)cc1,-1.6
CO[C@H]1CN(C)C(=O)c2ccc(NC(=O)Cc3ccccc3)cc2OC[C@H](C)N(C)C[C@H]1C,-1.8
CN(C)CC(=O)Nc1ccc2c(c1)[C@@H]1C[C@@H](CC(=O)NCc3cccnc3)O[C@@H](CO)[C@@H]1O2,0.6
C[C@H](CO)N1C[C@H](C)[C@H](CN(C)C(=O)c2ccc3c(c2)OCO3)Oc2cc(C#Cc3ccccc3F)ccc2S1(=O)=O,3.2
COCC#Cc1cnc2c(c1)C(=O)N([C@H](C)CO)C[C@H](C)[C@@H](CN(C)C(=O)Nc1cc(F)ccc1F)O2,0.6
C[C@@H]1CN([C@@H](C)CO)C(=O)c2cc(NC(=O)Nc3ccc(F)cc3)ccc2O[C@@H](C)CCCCO[C@@H]1CN(C)C(=O)c1ccccc1,-5.2
CNC[C@H]1Oc2ccc(NS(=O)(=O)c3cccs3)cc2CC(=O)N([C@@H](C)CO)C[C@@H]1C,-4.2
CN1C(=O)c2cc(NC(=O)NC3CCCC3)ccc2OC[C@@H]2O[C@H](CC(=O)NCC3CC3)CC[C@H]21,-0.5
N#C[C@H]1[C@@H](c2ccc(/C=C/c3ccccc3)cc2)[C@@H](CO)N1C(=O)C1CCOCC1,-0.4
O=C(C[C@H]1CC[C@H]2[C@@H](COC[C@H](O)CN2S(=O)(=O)c2cccc(Cl)c2)O1)Nc1ccc(-c2ccccc2)cc1,-1.1
CC(C)NC(=O)N(C)C[C@@H]1OCCCC[C@H](C)Oc2ccc(NC(=O)Nc3ccc(F)cc3)cc2C(=O)N([C@@H](C)CO)C[C@@H]1C,-2.6
C[C@@H]1CN([C@H](C)CO)C(=O)c2cc(NS(=O)(=O)c3ccc(Cl)cc3)ccc2O[C@@H]1CN(C)S(C)(=O)=O,1.3
C[C@H](O)C#Cc1cnc2c(c1)C(=O)N([C@@H](C)CO)C[C@@H](C)[C@H](CN(C)C(=O)c1ccc(F)cc1)O2,-2.1
C[C@@H]1CN([C@H](C)CO)C(=O)c2cc(NC(=O)C3CCCCC3)ccc2O[C@@H](C)CCCCO[C@H]1CN(C)C(=O)c1ccncc1,-1.2

# Two entries from above, bar-delimited.
SMILES | Mtb BioA inh
COc1ccc(CNC(=O)C[C@@H]2C[C@H]3c4cc(NC(=O)NC5CCCC5)ccc4O[C@H]3[C@@H](CO)O2)cc1 | -1.9
CO[C@@H](CN(C)S(=O)(=O)c1cn(C)cn1)[C@H](C)CN(C(=O)Nc1ccc(F)cc1)[C@H](C)CO | 1.3

# New compounds follow
SMILES,Mtb BioA inh
CCS(=O)(=O)Nc1ccc2c(c1)C(=O)N(C)[C@H]1CC[C@@H](CC(=O)N3CCCCC3)O[C@@H]1CO2,0.3
Cc1ccc(S(=O)(=O)Nc2ccc3c(c2)CC(=O)N([C@@H](C)CO)C[C@@H](C)[C@H](CN(C)CC2CCCCC2)O3)cc1,-1.6
CCC(=O)N1CCCCN2[C@@H](CO)[C@@H](c3ccc(C#Cc4ccccc4)cc3)[C@@H]2C1,2.2
C[C@H](NC(=O)C[C@@H]1C[C@H]2c3cc(NC(=O)CN(C)C)ccc3O[C@H]2[C@H](CO)O1)c1ccccc1,-0.9
CC(=O)N(C)C[C@@H]1Oc2cc(C#Cc3ccccc3F)ccc2S(=O)(=O)N([C@H](C)CO)C[C@H]1C,0.0
C[C@@H]1CN([C@H](C)CO)C(=O)c2c(c3ccccc3n2C)-c2ccccc2CO[C@@H]1CN(C)S(=O)(=O)c1cn(C)cn1,2.0
Cc1ccc(S(=O)(=O)N(C)C[C@H]2Oc3ccc(N(C)C)cc3C(=O)N([C@@H](C)CO)C[C@@H]2C)cc1,0.3
Cc1ccc(S(=O)(=O)Nc2ccc3c(c2)CC(=O)N([C@H](C)CO)C[C@H](C)[C@@H](CN(C)Cc2ccccc2)O3)cc1,5.5

# Some of the compounds tested; the hit share may differ from the screen's.
